# Screening data from PubChem.
# SENP6 block: blocks the human protease SENP6; Q9GZR1; Recombinant SENP6 catalytic domain, aminoluciferin luminescence; inhibition, % at 10 µM; actives 1.8% (n = 330,000); AID 2599;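 active = inhibition above about 50% at the single tested dose, limit read from the data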;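 also: plate controls were DMSO wells with enzyme for no effect and DMSO wells lacking enzyme for full effect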
# SENP7 block: blocks the human protease SENP7 | actives 1.5% (n = 330,000) | recombinant SENP7, Z-RLRGG-aminoluciferin luminescence, 40 min | inhibition, % at 5 µM | Q9BQF6;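 active = inhibition above about 50% at the single test dose, limit read from the data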;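 also: plate controls were DMSO with enzyme for no effect and no enzyme buffer wells for full effect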
# Target sequence (Q9BQF6 706-1050 limits assumed): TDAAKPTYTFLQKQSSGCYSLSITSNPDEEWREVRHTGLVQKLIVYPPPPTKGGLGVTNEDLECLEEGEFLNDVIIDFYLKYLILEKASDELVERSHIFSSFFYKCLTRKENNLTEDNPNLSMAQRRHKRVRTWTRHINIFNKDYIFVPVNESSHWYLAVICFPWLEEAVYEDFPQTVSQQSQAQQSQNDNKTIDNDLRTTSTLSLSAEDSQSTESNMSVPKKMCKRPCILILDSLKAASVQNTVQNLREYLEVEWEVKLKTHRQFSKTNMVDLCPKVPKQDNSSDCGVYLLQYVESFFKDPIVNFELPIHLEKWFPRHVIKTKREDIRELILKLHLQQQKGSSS
# SENP1 FRET inh: blocks the human SENP1 SUMO protease catalytic domain | AID 624204 | recombinant SENP1 catalytic domain, CyPet-SUMO1-YPet FRET cleavage | Q9P0U3 | inhibition, % at 10 µM | actives 0.21% (n = 360,000);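 active = inhibition at least 30% at 10 µM, raw YFP signal under a set limit, fluorescence ratio 0.5 to 1.5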;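 also: 0% = enzyme with DMSO and 100% = no enzyme wells; some results filed as inactive read as strong as hits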
# Target sequence (Q9P0U3 419-644 limits assumed): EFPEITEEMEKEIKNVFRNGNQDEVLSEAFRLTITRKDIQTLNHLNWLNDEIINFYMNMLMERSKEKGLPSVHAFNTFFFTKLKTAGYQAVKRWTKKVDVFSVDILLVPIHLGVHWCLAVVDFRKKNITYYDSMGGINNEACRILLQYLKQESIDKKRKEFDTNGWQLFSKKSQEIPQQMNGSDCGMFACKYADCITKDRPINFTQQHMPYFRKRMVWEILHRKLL
#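 Test system: recombinant human SENP1 catalytic domain, His6-tagged / Medium: pH 8 Tris buffer with EDTA, NaCl, BME, BSA, NP40, catalase / Also added: SUMO1 FRET substrate flanked by Cypet and Ypet, 25 nM / Times: 50 min reaction at room temperature / Signal: FRET, CFP and YFP emission / Control set: no-enzyme low control and enzyme-plus-DMSO high control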
# SENP8 block-1: SENP8 protease inhibition | inhibition, % at 10 µM | Q96LD8 | AID 2540 | actives 1.2% (n = 330,000) | purified SENP8, Z-RLRGG-aminoluciferin cleavage, luminescence; in the data active = inhibition above about 50%
# Target sequence (Q96LD8 whole entry, looked up): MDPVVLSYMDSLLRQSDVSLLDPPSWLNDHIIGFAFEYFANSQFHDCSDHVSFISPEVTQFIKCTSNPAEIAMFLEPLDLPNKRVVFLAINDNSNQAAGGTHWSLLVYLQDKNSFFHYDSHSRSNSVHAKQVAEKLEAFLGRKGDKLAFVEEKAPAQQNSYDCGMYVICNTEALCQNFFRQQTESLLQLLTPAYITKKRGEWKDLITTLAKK
# Apaf-1 inh: inhibitors of human Apaf-1 apoptosome; O14727; reconstituted apoptosome caspase-3 activity, DEVD-Rh110 fluorescence; inhibition, % at 20 µM; actives 0.71% (n = 330,000); AID 489030; active = inhibition of at least 40% at 20 µM;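 also: plate controls were DMSO wells for no effect and DEVD-CHO caspase inhibitor wells for full effect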
#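 System: Apoptosome proteins | Medium: Hepes pH 7.5 with detergent and BSA | Also added: Cytochrome c trigger plus (Z-DEVD)2-Rh110 caspase-3 substrate | Incubation: 30 min compound preincubation, 50 min activation, room temperature | Detection: Rhodamine 110 fluorescence at Ex 480/Em 540 nm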
# SENP8 block-2: blocks human SENP8 cleavage of Nedd8 substrate; recombinant SENP8, Nedd8 substrate fluorescence; inhibition, % at 20 µM; actives 0.64% (n = 360,000); AID 602440; in the data active = inhibition mostly above about 40%, no sharp cut-off; inactive = mostly below about 27%
# HKDC1 inhibitor: blocks human hexokinase HKDC1 activity. inhibition, % at 20 µM. AID 493160. recombinant HKDC1, G6PDH/diaphorase resazurin coupled fluorescence. Q2TB90. actives 0.16% (n = 340,000);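 active = inhibition above about 35% when tested at 20 µM, limit read from the data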;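 also: plate controls were DMSO wells with enzyme for no effect and DMSO wells lacking enzyme for full effect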
#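 Material: recombinant HKDC1 hexokinase; Amount: HKDC1 at 5 µg/mL; Medium: Tris pH 8.0 buffer with MgCl2, Tween-20, BSA, BME; Schedule: 90 min reaction incubation at room temperature, dark; Technique: coupled resazurin fluorescence, excitation 525 nm, emission 613 nm.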
# PfG6PD inh: PfG6PD (Plasmodium falciparum) enzyme inhibition; actives 0.78% (n = 350,000); inhibition, % at 20 µM; PfGluPho enzyme, NADPH resazurin-diaphorase fluorescence;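 active = inhibition reaching at least a set limit at 20 µM in the primary screen, cut at about 59% in these data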;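 also: 0% = DMSO wells with substrate and 100% = DMSO wells lacking glucose-6-phosphate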
# Numbers without * were called inactive; · = not tested or not shown.
SMILES,SENP6 block,SENP7 block,SENP1 FRET inh,SENP8 block-1,Apaf-1 inh,SENP8 block-2,HKDC1 inhibitor,PfG6PD inh
O=C(NCC(=O)N(c1cnc2ccccc2c1)C(C(=O)NC1CCCC1)c1ccncc1)c1ccco1 (configuration not stated),-14,-4,1,-4,2,-9,-9,-5
Cc1ccc(Nc2nnc(SCC(=O)Nc3cc(C(=O)O)ccc3C)s2)c(C)c1,1,0,0,1,1,17,22,-4
O=C(CNC(=O)C(c1ccccc1)c1ccccc1)OCc1ccccc1,10,2,-1,1,1,5,-2,-4
Cc1ccc(C(=O)Nc2ccccc2)cc1S(=O)(=O)N1CCN(C)CC1,7,1,-1,-4,-10,15,-6,-8
Cc1ccc(C)c(NC(=O)C2CC(O)CN2C(=O)OC(C)(C)C)c1 (configuration not stated),3,-1,2,4,4,34,-14,-35
CCOC(=O)C1=C(O)C(=O)N(c2ccc(S(N)(=O)=O)cc2)C1c1ccccc1 (configuration not stated),2,7,4,-4,-11,-355,-1,-9
CC(C)(C)OC(=O)C(C)(C)Sc1nnc(N)s1,-4,-2,-1,-7,-7,9,-4,5
Cc1ccc(NC2CCCN(C(=O)CCc3scnc3C)C2)cc1C (configuration not stated),-8,-1,0,1,7,9,6,10
O=C(CCN1CCN(CCO)CC1)Nc1ccc(Br)cc1,-17,6,1,-1,-7,-3,-8,-12
COc1ccc(S(=O)(=O)N=C2C=C(C)C(=O)C(C)=C2)cc1,7,3,6,6,-17,9,11,23
CC(=O)c1c(-c2ccccc2)c2cc([N+](=O)[O-])ccc2[nH]c1=O,-7,9,-2,-3,10,37,12,-6
COCCN(C(=O)COC(=O)c1cccs1)c1c(N)n(Cc2ccccc2)c(=O)[nH]c1=O,10,0,-1,-4,-4,-2,2,-1
Cc1cc(C(=O)NC(C)c2ccc3c(c2)OCO3)cs1 (configuration not stated),-6,-15,-1,-11,1,16,3,11
CC(=O)Nc1ccccc1Sc1ccccc1,3,-11,1,9,-20,4,-2,6
CCOC(=O)NCc1ccc2c(c1)OCO2,-19,-9,0,-5,-2,14,-1,14
COc1cccc(N2C(=NC(=O)CCc3ccccc3)SC3CS(=O)(=O)CC32)c1 (configuration not stated),12,2,1,5,3,7,1,1
O=[N+]([O-])c1cccc(-c2cn3nc(-c4ccccc4)c(-c4ccccc4)nc3n2)c1,11,7,-42,0,-4,-453,5,5
O=C(CCl)Nc1ccc(S(=O)(=O)NC2=NCCCCC2)cc1,4,-2,-1,9,-3,17,-1,8
COc1ccccc1/C=C/C(=O)NCCC1=CCCCC1,4,2,1,-3,-2,-43,-6,-6
COc1ccc([C@H]2CC(=O)C=C(c3cc4ccccc4s3)C2)cc1,-3,5,0,7,0,20,1,9
CN1CCN(c2ccc(S(=O)(=O)N3CCCCC3)cc2NC(=O)CSCc2ccccc2)CC1,-15,-5,-4,-3,8,4,0,16
Cc1cccc(NC(=O)CSc2nnc(-c3n[nH]c4ccccc34)o2)c1,3,6,0,0,11,0,-11,8
O=C(c1ccc2c(c1)OCCO2)C1CCN(S(=O)(=O)c2cccc(F)c2)CC1,3,-2,0,6,-9,6,-2,8
CCC(=O)N1CCc2cc(Br)cc(S(=O)(=O)NCCN3CCCCC3C)c21 (configuration not stated),-10,1,-6,0,-2,6,3,2
CC(=O)c1sc(NC(=O)c2ccc(C)cc2)nc1C,62*,72*,-2,30,3,-23,-7,21
COc1ccc(C2CC(c3ccccc3)=NN2S(=O)(=O)c2ccccc2)cc1 (configuration not stated),-15,4,-15,-4,14,18,1,-3
CNS(=O)(=O)c1cccc(C(=O)OCC(=O)Nc2ccc(-c3nc4ccc(C)cc4s3)cc2)c1,8,3,-79,4,-19,-398,-6,-3
COCCN1C(=O)C(=O)/C(=C(/O)c2ccc(OC(C)C)cc2)C1c1cccnc1 (configuration not stated),-10,5,1,-5,-6,-123,-3,-21
Cn1cnnc1SCC(=O)NC1CC1,7,-3,1,7,-8,9,-1,12
Cn1ncc(N=Cc2ccccc2O)c1C(=O)N1CCOCC1,-13,1,-3,-3,-2,14,-1,9
NC(=S)N/N=C/c1ccc(-c2cc(Cl)c(Cl)cc2Cl)o1,2,4,-24,-1,20,-384,-5,25
Cc1ccc(N=Cc2ccc(N(C)C)cc2)cc1C,10,11,-2,0,-2,-11,-9,7
Cc1onc(-c2ccccc2Cl)c1C(=O)NC1CCCCCC1,-21,-2,-12,-4,5,6,-6,3
O=S(=O)([N-]c1nc2ccccc2nc1-[n+]1ccccc1)c1ccc(Cl)cc1,-9,-4,-13,9,-18,26,5,-8
CCN(CC)CCNC(=O)CSc1c2c(nc3cc(Cl)ccc13)CCCC2,4,-1,-1,-9,3,0,5,4
Cc1ccc(NC(=O)CSCC(=O)NCc2ccco2)cc1,-4,-6,2,4,2,5,-5,12
O=C(NCCCO)C12CC3CC(CC(C3)C1)C2,-22,7,0,1,-8,14,-3,-2
C=CCNC(=S)NNc1nc(N2CCCC2)nc(N2CCCC2)n1,-10,3,2,2,-5,9,-7,19
O=C(NC1CCCCC1)N(CCN1CCCC1)Cc1cc2cc3c(cc2[nH]c1=O)OCCO3,11,-2,-9,-4,8,-475,-2,-12
O=C(CSCc1ccc(Br)cc1)N=Nc1c(O)[nH]c2ccccc12,2,1,3,0,-10,22,3,-4

# An excerpt of these results, with tabs.
SMILES	SENP6 block	SENP7 block	SENP1 FRET inh	SENP8 block-1	Apaf-1 inh	SENP8 block-2	HKDC1 inhibitor	PfG6PD inh
Cc1ccc(N=Cc2ccc(N(C)C)cc2)cc1C	10	11	-2	0	-2	-11	-9	7
Cc1onc(-c2ccccc2Cl)c1C(=O)NC1CCCCCC1	-21	-2	-12	-4	5	6	-6	3
O=S(=O)([N-]c1nc2ccccc2nc1-[n+]1ccccc1)c1ccc(Cl)cc1	-9	-4	-13	9	-18	26	5	-8
CCN(CC)CCNC(=O)CSc1c2c(nc3cc(Cl)ccc13)CCCC2	4	-1	-1	-9	3	0	5	4
Cc1ccc(NC(=O)CSCC(=O)NCc2ccco2)cc1	-4	-6	2	4	2	5	-5	12

# Next entries follow:
SMILES,SENP6 block,SENP7 block,SENP1 FRET inh,SENP8 block-1,Apaf-1 inh,SENP8 block-2,HKDC1 inhibitor,PfG6PD inh
COc1ccccc1NC(=O)C1=C(C)NC(=O)NC1c1ccccc1F (configuration not stated),2,-1,3,5,13,4,-8,2
Oc1[nH]c2ccccc2c1C=Nc1ccc2c(c1)OCO2,86*,1,-85,76*,22,-5,-4,41
O=C1c2ccccc2C(O)(Cc2ccccc2)N1c1ccc2c(c1)OCO2 (configuration not stated),-5,-2,1,1,-16,-11,2,16
CCOc1ccccc1NC(=O)c1ccc(S(=O)(=O)N(C)c2ccccc2)cc1,-2,4,3,6,7,-4,-1,24
COc1ccc(C(=O)N/N=c2\oc3ccccc3cc2C(=O)NCc2ccccc2)cc1,-12,-4,0,-4,12,4,8,-11
COc1ccccc1C(=O)C1CCCN(Cc2cn[nH]c2C2CCCCC2)C1 (configuration not stated),0,-2,-1,-4,-15,-12,-3,4
CN1CCN(NC(=O)c2ccc(S(=O)(=O)N3CC4(C)CC3CC(C)(C)C4)cc2)CC1 (configuration not stated),-1,8,2,-2,-5,13,-4,-7
Nc1nc2ccc(C(=O)Nc3ccccc3)cc2s1,21,-9,-5,-19,-2,-9,1,10
CCOc1ccc(Oc2cc(NC(=O)c3ccco3)cc([N+](=O)[O-])c2)cc1,·,·,3,·,·,23,-7,-2
COCCn1c(COc2cccc(OC)c2)nnc1SCC(=O)NC1CCCC1,-26,7,-2,4,-8,12,-3,-1
CCOc1ccc(CNC(=O)C2Cc3cc(S(=O)(=O)N4CCCC4)ccc3N2C(C)=O)cc1 (configuration not stated),13,-4,-2,3,-1,13,-1,-5
COCCNC(=O)c1ccc2ccccc2n1,-11,2,3,-3,-1,11,5,18
CCOc1ccc(S(=O)(=O)N2CCN(Cc3ccccc3)CC2)c2cccnc12,-8,-3,1,8,5,-5,8,17
O=C(Nc1nc(-c2ccc(-c3ccccc3)cc2)cs1)C1=COCCO1,8,12,0,3,8,-49,-12,0
CCOCCCNC(=O)CCNS(=O)(=O)c1ccc(C)cc1,13,2,1,1,-16,8,-12,-8
COc1cc(CCC(=O)N2CCN(c3ccc([N+](=O)[O-])cc3)CC2)cc(OC)c1OC,9,5,-1,2,2,7,-1,-3
O=C(CN1CCN(C(=O)c2ccco2)CC1)Nc1ccc2c(c1)OCO2,0,4,0,1,10,21,-2,14
CCOc1ccc(-c2cnc3n2CCCCC3)cc1,6,-2,1,5,5,0,-4,4
O=C(c1ccc(Br)cc1)N1CCN(c2ncccn2)CC1,-2,6,3,5,-19,-12,-3,17
O=C(CN(CC1CCCO1)C(=O)CCC(=O)Nc1nccs1)NCc1ccc2c(c1)OCO2 (configuration not stated),-9,-1,2,-2,-1,15,-5,15

# Random excerpt: two entries already listed, in no set order.
SMILES,SENP6 block,SENP7 block,SENP1 FRET inh,SENP8 block-1,Apaf-1 inh,SENP8 block-2,HKDC1 inhibitor,PfG6PD inh
CCOCCCNC(=O)CCNS(=O)(=O)c1ccc(C)cc1,13,2,1,1,-16,8,-12,-8
COCCNC(=O)c1ccc2ccccc2n1,-11,2,3,-3,-1,11,5,18

# (further entries)
SMILES,SENP6 block,SENP7 block,SENP1 FRET inh,SENP8 block-1,Apaf-1 inh,SENP8 block-2,HKDC1 inhibitor,PfG6PD inh
Cc1ccc(C)c(C(=O)CN2C3=NCCCN3c3ccccc32)c1,-5,2,1,-1,-9,8,11,-10
Cc1cc(C)c2c(=O)[nH][nH]c2n1,·,·,1,·,·,13,-4,15
COc1ccc(CCNC(=O)NCCc2c[nH]c3ccccc23)cc1OC,-7,-6,2,-7,-3,23,-5,-7
CC(SCc1ccccc1)C(=O)NCc1ccccn1 (configuration not stated),·,·,2,·,·,26,-7,0
CCCCCCCCNC(=O)CCNC(=O)c1ccc(C(C)(C)C)cc1,-9,2,1,-3,13,5,8,22
O=C(COc1ccc([N+](=O)[O-])cc1)NN=C1CCCC1,-15,5,1,-5,-21,5,12,-15
Cc1ccc(NC(=O)C2=CC(c3cccs3)=NS(=O)(=O)N2C)cc1,2,3,2,6,-4,8,-1,0
CC(=O)Nc1cccc(-n2c(=O)n(Cc3ccccc3)c(=O)c3[nH]cnc32)c1,-4,10,-2,8,1,24,-4,-4
CCC(C(=O)Nc1ccc(N2CCOCC2)c(S(=O)(=O)Nc2ccccc2OC)c1)c1ccccc1 (configuration not stated),7,-10,-1,-5,16,12,0,16
COc1ccc(-c2csc(NC(C)c3nc4cc(Cl)c(Cl)cc4n3CCCO)n2)cc1 (configuration not stated),7,2,-5,1,5,-14,9,23
CS(=O)(=O)c1ccc2nc(NC(=O)c3ccccc3Cl)sc2c1,2,5,1,1,-5,-3,0,1
CCCn1cnnc1CNC(=O)C1CCC(=O)N(CCc2ccc(OC)cc2)C1 (configuration not stated),2,2,2,-4,5,18,-7,-3
COc1ccc([N+](=O)[O-])cc1NC(=O)COC(=O)/C=C/c1ccco1,-18,-7,1,-8,7,31,-12,11
CCOC(=O)c1ccc(NS(=O)(=O)c2ccc(-c3coc(C)n3)cc2)cc1,5,-2,0,-1,-4,0,-5,-17
Cc1cc(NC(=O)CSc2nnc(-c3ccco3)n2Cc2ccco2)no1,2,0,-2,1,-15,5,-15,1
Cc1cc(=O)oc2cc(NS(=O)(=O)c3ccccc3)ccc12,-2,-2,-186,-6,-5,-444,-7,0
